Bioassay records as filed in PubChem.
JMJD2A Tudor = qHTS Assay for Inhibitors of JMJD2A-Tudor Domain. Lysine-specific demethylase 4A (Homo sapiens), O75164. AlphaScreen JMJD2A-Tudor / H3K4me3 peptide binding. Potency, µM (highest dose often 114 µM), for inactives: at the top dose activity change, negative = inhibition, usual class: inhibitors. 4.4% of 390,000 active. AID 504339, 2011; further: potency means the concentration at half of the fitted maximal effect; on the % scale 0 is the no-effect control and ±100 the full control effect; nearly all actives have a fitted effect of over 50% in size
G9a inh = qHTS Assay for Inhibitors of Histone Lysine Methyltransferase G9a. Histone-lysine N-methyltransferase EHMT2 (Homo sapiens), Q96KQ7. G9a H3K9 monomethylation, AlphaScreen, 2 h. 8.8% of 350,000 active. Potency, µM (top dose mostly 102 µM), inactives show at the top dose activity, negative = inhibition, hits mostly inhibitors; further: potency means the concentration at half of the fitted maximal effect; on the % scale 0 is the no-effect control and ±100 the full control effect; nearly all actives have a fitted effect of over 75% in size
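Methyltransferase reactions run at room temperature for 2 h (20 nM enzyme, 500 nM biotin-H3K9 peptide, 20 uM SAM) after a 15 min compound preincubation; product detected by AlphaScreen beads and anti-H3K9me1 antibody.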
Tb PGK inh = qHTS Assay to Find Inhibitors of Phosphoglycerate Kinase | Phosphoglycerate kinase, glycosomal (Trypanosoma brucei brucei), P07378 | PGK/GAPDH coupled, Kinase-Glo luminescence, 60 min | Potency, µM (top dose mostly 57.5 µM), for inactives: at the highest dose activity change, negative = inhibition, most hits filed as inhibitors | 0.043% of 380,000 active; further: potency means the concentration at half of the fitted maximal effect; on the % scale 0 is the no-effect control and ±100 the full control effect; nearly all actives have a fitted effect of over 60% in size
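Recombinant glycosomal PGK reaction used 1,3-bisphosphoglycerate generated in-well by GAPDH (100nM final) in 100mM TEA pH 7.6, 5mM MgCl2, 0.01% Tween-20. After 60 minutes at room temperature, ATP was read by Kinase-Glo Plus luminescence end-point.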
HP1b binding inh = HTS for Inhibitors of HP1-beta Chromodomain Interactions with Methylated Histone Tails; AID 540317, 2011; Potency, µM (titrated, usually from 114 µM), without a hit: top-dose activity change, negative = inhibition, usual class: inhibitors; 0.56% of 390,000 active; AlphaScreen HP1-beta / biotin-H3K9me3 peptide binding; further: potency means the concentration at half of the fitted maximal effect; nearly all actives have a fitted effect of over 70% in size; inactives centre near 23
Target sequence (P83916 whole entry, looked up): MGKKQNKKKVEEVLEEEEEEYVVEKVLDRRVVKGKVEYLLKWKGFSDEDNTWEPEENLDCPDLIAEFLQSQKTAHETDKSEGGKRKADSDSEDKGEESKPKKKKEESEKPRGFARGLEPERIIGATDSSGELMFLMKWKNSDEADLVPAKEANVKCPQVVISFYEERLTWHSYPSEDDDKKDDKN
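AlphaScreen: HP1-beta (50 nM) preformed 30 min with biotin-H3(1-18)K9me3 peptide (50 nM) in PBS pH 7.4, 0.01% Tween-20. Compound added for 30 min at RT, then streptavidin donor/nickel chelate acceptor beads (10 ug/mL) for 30 min.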
POLH inh = qHTS for Inhibitors of Polymerase Eta | DNA polymerase eta (Homo sapiens), Q9Y253 | recombinant Pol eta, fluorescent DNA replication assay | Potency, µM (series often up to 114 µM), inactives show top-dose activity change, negative = inhibition, usual class: inhibitors | 1.2% of 390,000 active; further: potency means the concentration at half of the fitted maximal effect; on the % scale 0 is the no-effect control and ±100 the full control effect
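Pol eta at 10 nM preincubated with compounds 15 min at room temperature; reaction started with fluorescent substrate (50 nM final) and read kinetically at 0 and 10 min.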
GLS inhibitor = qHTS for Inhibitors of Glutaminase (GLS). Potency, µM (series often up to 45.5 µM), for the others: at the top dose activity change, negative = inhibition, actives largely listed as inhibitors. GLS enzymatic activity, qHTS titration. 0.21% of 410,000 active. Glutaminase kidney isoform, mitochondrial (Homo sapiens), O94925; further: potency means the concentration at half of the fitted maximal effect; on the % scale 0 is the no-effect control and ±100 the full control effect
Target sequence (O94925 whole entry, looked up, canonical isoform): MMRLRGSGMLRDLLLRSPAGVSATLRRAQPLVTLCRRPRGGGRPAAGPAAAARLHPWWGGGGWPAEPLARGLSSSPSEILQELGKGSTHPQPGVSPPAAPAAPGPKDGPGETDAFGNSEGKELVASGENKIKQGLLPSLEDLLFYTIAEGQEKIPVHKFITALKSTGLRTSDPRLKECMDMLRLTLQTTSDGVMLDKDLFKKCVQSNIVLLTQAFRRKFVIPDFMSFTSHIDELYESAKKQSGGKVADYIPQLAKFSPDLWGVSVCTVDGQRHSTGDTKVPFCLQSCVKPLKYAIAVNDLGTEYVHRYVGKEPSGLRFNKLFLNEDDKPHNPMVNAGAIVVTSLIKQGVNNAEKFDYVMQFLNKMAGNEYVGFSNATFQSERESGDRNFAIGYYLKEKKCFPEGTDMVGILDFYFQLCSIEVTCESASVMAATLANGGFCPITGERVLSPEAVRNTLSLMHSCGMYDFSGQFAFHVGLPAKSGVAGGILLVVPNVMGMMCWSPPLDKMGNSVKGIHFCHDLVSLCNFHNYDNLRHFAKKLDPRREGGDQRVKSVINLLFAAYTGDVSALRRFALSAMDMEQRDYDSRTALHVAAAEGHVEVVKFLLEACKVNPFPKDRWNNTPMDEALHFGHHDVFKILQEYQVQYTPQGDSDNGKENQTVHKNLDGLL
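hKGA; 45 mM KH2PO4 pH 8.2 + 0.02% Tween-20; cpd via pin tool; 1 mM Gln soln; GluOx/HRP/Amplex Red; RT 30 min; fluor. t0 & final.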
PI4K2A block = qHTS for small molecular inhibitors of PI4K2A. AID 1346378, 2018. purified PI4K2A, ADP-Glo luminescence, 1 h; active compounds read low. Phosphatidylinositol 4-kinase type 2-alpha (Homo sapiens), Q9BTU6. 0.13% of 420,000 active. activity change, negative = inhibition, % at 76.9 µM; in the data active means activity change below about -50%; inconclusive means mostly about -30% to -49%;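 further: -100% = wells without enzyme as full effect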
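Compounds are screened against recombinant PI4K2A using PI as substrate and ATP, the latter dispensed at 300 microM. Reactions run one hour at ambient temperature before ADP-Glo detection; full inhibition defined by wells lacking enzyme.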
BAZ2B block = qHTS Assay for Inhibitors of BAZ2B. Bromodomain adjacent to zinc finger domain protein 2B (Homo sapiens), Q9UIF8. AlphaScreen BAZ2B-H3K14Ac peptide displacement. Potency, µM (highest dose often 114 µM), for inactives: at the top dose activity change, negative = inhibition, hits mostly inhibitors. 4.4% of 360,000 active. AID 504333, 2011; further: potency means the concentration at half of the fitted maximal effect; on the % scale 0 is the no-effect control and ±100 the full control effect; nearly all actives have a fitted effect of over 60% in size
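In this displacement format the biotinylated H3(5-23) peptide acetylated at Lys14 serves as ligand at 50 nM, with BAZ2B at 50 nM in PBS pH 7.4 containing 0.01% Tween-20. Donor and acceptor beads are 10 ug/mL final.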
Pin1 inhibitor = qHTS Assay to Find Inhibitors of Pin1. Peptidyl-prolyl cis-trans isomerase NIMA-interacting 1 (Homo sapiens), Q13526. Pin1 FP peptide displacement, HiFluor488, 10 min. Potency, µM (series often up to 115 µM), for inactives: at the top dose activity, negative = inhibition, actives largely listed as inhibitors. 0.009% of 390,000 active; active means well fitted inhibition curve with a large enough effect in the polarisation, with a control signal flat, not every such curve was filed as active; inconclusive means small, poorly fitted or top-dose-only effect, or effect the other way, or a change in a side signal; inactive means no such curve, though single readings can be large or run the other way; the % refers to the polarisation; further: potency means the concentration at half of the fitted maximal effect; on the % scale 0 is the no-effect control and ±100 the full control effect
Target sequence (Q13526 whole entry, looked up): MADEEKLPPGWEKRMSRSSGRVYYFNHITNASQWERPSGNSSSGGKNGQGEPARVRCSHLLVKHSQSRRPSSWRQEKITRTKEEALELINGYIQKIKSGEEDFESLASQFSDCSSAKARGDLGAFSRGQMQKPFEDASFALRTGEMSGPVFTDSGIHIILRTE
An asterisk follows results filed as active; i = inactive; ? = inconclusive; / = not tested or not shown; & = joins results of further samples; [ ] = remark or other dose. Unless noted, the call rests on the fitted dose curve; in most records, active means well fitted curve in the direction sought with a large enough effect; inconclusive means small, poorly fitted or top-dose-only effect, or another doubt; inactive means no such curve, though single readings can be large; an effect the other way counts as inactive or inconclusive.

SMILES | JMJD2A Tudor | G9a inh | Tb PGK inh | HP1b binding inh | POLH inh | GLS inhibitor | PI4K2A block | BAZ2B block | Pin1 inhibitor
C[C@@H]1O[C@@H](O[C@H]2[C@H](Oc3cc(O)c4c(c3)OC(c3ccc(O)cc3)CC4=O)O[C@H](CO)[C@@H](O)[C@@H]2O)[C@H](O)[C@H](O)[C@H]1O (stereo partly drawn) | -7% | 21%[59 µM] | -6% | 31% | -14% | 4% | -3 | 11% | -4%
CCOC(=O)c1ccc(NC(=O)c2cccc(S(=O)(=O)N3c4ccccc4CC3C)c2)s1 (stereo not drawn) | -23% | 22%[59 µM] | -7% | 24% | -22% | -4% | 1 | -5% | 12%
Oc1ccc(N=Nc2cccc(Cl)c2)cc1C=Nc1ccc(N2CCOCC2)cc1 | ? | ? | 0% | ? | -4% | ? | -6 | 7.9µM* | -4%
COc1ccc(N2CCN(CC(=O)Nc3sccc3C#N)CC2)cc1 | -35% | -1%[59 µM] | 1% | 2% | ? | 0% | -5 | ? | 8%
O=C(CSc1nc(-c2ccccc2Cl)ns1)Nc1ccc2c(c1)OCO2 | -11% | 17% | i | 22% | -7% | 1% | 1 | 1% | 14%
C[n+]1c(/C=C/c2ccc(O)cc2)ccc2ccccc21 | -25% | 18µM* | -6% | ? | -26% | -3% | -4 | -33% | ?
COc1ccccc1C(=O)Nc1ccc2nc(SCC(=O)N(C)C)sc2c1 | -12% | -7% | -4% | 23% | -9% | 6% | 2 | 0% | 1%
COc1ccc(C2C(C(=O)Nc3ccccc3)=C(C)N=C3SCC(=O)N32)cc1 (stereo not drawn) | -23% | 5%[59 µM] | -4% | 38% | -12% | -5% | -28 | 6% | 27%
O=P(O)(Cc1ccccc1)c1ccccc1 | / | / | -2% | / | -16% | -2% | 0 | / | /
Cc1cccc(S(=O)(=O)N(C)C[C@H]2OCc3cnnn3CCCC(=O)N([C@H](C)CO)C[C@H]2C)c1 | / | / | 2% | / | -12% | 6% | 0 | / | /
CCOC(=O)CCC(=O)N1CCNC(=O)C1 | -7% | -31%[59 µM] | 3% | 49%[activator] | -19% | -1% | 1 | -10% | -1%
Cc1c(C(=O)OCC(=O)NCc2ccccc2)oc2ccccc12 | -7% | -28% | 1% | 20% | -8% | 4% | -1 | -6% | 4%
CC1(C)C(C(N)=O)C(=O)NC(=O)C1C(N)=O (stereo not drawn) | / | / | -8% | / | -17% | 2% | -6 | / | /
CCC(C)[C@H](NC(=O)c1cc2cc(Cl)ccc2n1C)C(=O)N1CCC(C(=O)O)CC1 (stereo partly drawn) | -1% | -2% | -5% | 12% | -1% | -22% | 1 | 9% | -2%
O=C1CSC(=S)N1N=Cc1ccc(Cl)cc1Cl | ? | / | -4% | ? | 9% | 39%[activator] | -5 | / | 23%
NC(=O)CSc1nnc(Cn2c(=O)sc3ccccc32)n1CCc1ccccc1 | -15% | ? | -1% | 44%[activator] | -14% | 3% | -6 | 10% | -1%
Cc1ccccc1OCc1nnc(SCC(=O)O)n1Cc1ccccc1 | 12% | -1% | -3% | 50%[activator] | -8% | -6% | 0 | -22% | -2%
O=C(COC(=O)c1c2c(nc3ccccc13)CCCCC2)c1ccc(Cl)s1 | -2% | -3% | -9% | 29% | -8% | 1% | -5 | 11% | -1%
COc1ccccc1C(=O)NC(C)c1nc2ccccc2[nH]1 (stereo not drawn) | -18%[57.1 µM] | 1%[2.33 µM] | -8% | 35% | -15% | -1% | 2 | 7% | -5%
O=C(N/N=C/c1coc2ccccc2c1=O)c1cc(Br)ccc1O | -1% | 99%[activator] | -12% | 49%[activator] | -1% | 24% | -1 | 8% | 4%
O=C(Cn1ncc2c([nH]c3ccccc32)c1=O)NCC1CCN(Cc2ccc(F)cc2)CC1 | -10%&-17% | 129%&1%[activator][59 µM] | -10%&9% | 19%&23% | -17%&-7% | 4%&12% | 0&0 | 19%&-2% | 9%&-1%
CCOc1ccccc1C(=O)Nc1nnc(C(C)C)s1 | -1% | 23% | -2% | 45%[activator] | -9% | -1% | 5 | -1% | -5%
C[C@H](CO)N1C[C@H](C)[C@@H](CN(C)S(=O)(=O)c2cccs2)Oc2c(NC(=O)c3ccncc3)cccc2C1=O | -13% | / | 2% | 36% | -14% | 1% | -3 | / | ?
Cc1ccc(C(=O)NNC(=O)c2ccccc2O)cc1S(=O)(=O)N1CCCCC1 | -8% | 5% | 8% | 40%[activator] | -5% | 0% | 2 | -35% | -4%
COc1ccc(C(=O)Nc2nnc(S(=O)(=O)Cc3ccc(F)cc3)s2)cc1 | -24% | 2% | -3% | 57%[activator] | -18% | -9% | 3 | -17% | -4%

Next section
SMILES | JMJD2A Tudor | G9a inh | Tb PGK inh | HP1b binding inh | POLH inh | GLS inhibitor | PI4K2A block | BAZ2B block | Pin1 inhibitor
COc1cccc(Oc2nc(N)ncc2[N+](=O)[O-])c1 | -13% | -5% | 2% | 0% | -6% | 5% | -2 | -6% | -1%
COc1cc(C(=O)Nc2ccc(OCC(=O)N3CCOCC3)cc2C)cc(OC)c1OC | -8% | 1% | -3% | 25% | -10% | -1% | 3 | -17% | -1%
COC(=O)CC1(c2ccc(OC)cc2)C(=O)c2ccccc2C1=O | 3% | -3% | -8% | 47%[activator] | -15% | -6% | 5 | -5% | 5%
Cc1nn2c(=O)cc(COc3ccc(/C=C(\C#N)C(=O)Nc4ccccc4C)cc3)nc2s1 | -26% | ? | -8% | 34% | -24% | 3% | -21 | -38% | ?
Cc1nn(CC(=O)N2CCN(c3ccccn3)CC2)c(=O)c2cc3sccc3n12 | -10% | -7%[0.0925 µM] | 0% | 18% | -2% | 1% | 0 | 0% | 20%
Cc1noc(C)c1C(=O)Nc1nc2ccc(S(C)(=O)=O)cc2s1 | -3% | 27% | -11% | 41%[activator] | -22% | -5% | -1 | -16% | 0%
CCOC(=O)c1cc(CC)sc1NC(=O)COc1ccccc1C | -5% | -26%[59 µM] | -4% | 49% | -3% | -4% | 2 | 1% | -2%
O=C(Nc1cccc(C(=O)Nc2ccccc2F)c1)c1ccccc1 | -8% | -2%[59 µM] | -5% | 47%[activator] | -11% | -12% | -3 | 7% | 2%
CCN(CC(=O)Nc1ccc(OC)cc1)CC(=O)Nc1ccc(Br)cc1F | -6% | -6% | 1% | 32% | -9% | -5% | 4 | -14% | -2%
CC(=O)N1CCc2cc(Br)cc(S(=O)(=O)N3CCC(C(=O)N(C)c4cc(C)ccc4C)CC3)c21 | -18% | 8%[59 µM] | -5% | 7% | -12% | 0% | 1 | -1% | -3%
O=C(c1cc(Cl)nc2ccccc12)N1CCN(S(=O)(=O)c2cccc(F)c2)CC1 | -14% | -2%[59 µM] | 1% | 14% | 4% | 1% | -3 | 5% | 6%
CCc1nc(N)c(C#N)c(-c2ccc(F)cc2)c1C | -2% | 13% | -2% | 30% | 7% | -1% | 6 | -5% | 3%
Cc1ccc(CNC(=O)CN2C(=O)C3(OCCCO3)c3ccccc32)cc1 | -5% | 22%[59 µM] | -2% | 27% | -19% | -7% | -10 | 6% | 2%
COc1ccc(/C=C/C(=O)c2ccc(NC3=NCCCS3)cc2)cc1OC | ? | ? | -14% | -23% | -23% | 0% | 8 | / | -7%
CCOC(=O)C1C(c2cccs2)NC(=O)NC1(O)C(F)(F)F (stereo not drawn) | 4% | -6% | -4% | 8% | 3% | 1% | -5 | 0% | -11%
O=C(CSc1nnc(CNc2ccccc2)o1)N1CCN(C(=O)c2ccco2)CC1 | -13% | 21%[59 µM] | / | 24% | -6% | 16% | 0 | 6% | -9%
COc1ccc(NC(=O)c2ccccc2N2C(=O)C3C4C=CC(C5CC45)C3C2=O)c(OC)c1 (stereo not drawn) | -29% | 29% | 3% | 1% | 1% | -11% | 5 | -9%[57.1 µM] | -9%
COc1cccc(CC(=O)NCCCSc2ccccc2)c1 | -2% | 68%[activator] | -2% | 41%[activator] | -16% | -7% | 3 | -2% | -1%
CCn1c(=O)c2cc(C(=O)N(CCCOC(C)C)Cc3ccco3)sc2c2ccccc21 | -16% | -7%[59 µM] | 2% | 32% | -8% | 4% | 1 | -24% | ?
COc1cc2oc3ccccc3c2cc1N(CC(=O)N(C)C)S(=O)(=O)c1ccccc1 | -29% | -10%[59 µM] | -5% | 18% | -22% | -3% | 2 | -2% | 60%[activator]
O=C(NNC(=S)NCc1ccc(Cl)cc1)c1ccc2c(c1)OCO2 | -21% | 6% | -8% | 48%[activator] | -1% | 8% | 2 | -1% | -5%
COCCCn1c(SCC(=O)N2CCOCC2)nnc1-c1ccco1 | -22% | 2% | -2% | -9% | -6% | 1% | 0 | -1% | ?
COc1ccc(/C=C(/NC(=O)c2ccco2)C(=O)N2CCCCC2)cc1 | -4% | 6% | 0% | 22% | -11% | 3% | -4 | -4% | -3%
COc1ccc(Oc2nc(C)cc(C)c2S(C)(=O)=O)cc1 | -1% | 43%[activator] | -14% | 33% | 1% | -1% | 3 | -3%[57.1 µM] | 2%
NC(=NC1CCCCC1)c1ccc([N+](=O)[O-])cc1 | 12% | -8%[59 µM] | -8% | 34% | -18% | 1% | 7 | 12% | -2%

A portion of the library; the hit share may differ from the screen's.
